Screening data from PubChem BioAssay.
NR2E3 ag-1 = NR2E3 agonists in two-hybrid cells, primary screen, cell-based, luminescence, CHO-S, Gal4-NCOR/VP16-NR2E3; hit rate 0.35% among 360,000; AID 602229, 2012; luciferase; inhibition of corepressor binding, % at 3.98 µM;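 active means inhibition above the mean of all tested compounds plus 3 SD, cut at about 70% in these data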;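 further: 0% = DMSO with NR2E3 transfected cells and 100% = cells lacking NR2E3 construct; higher means lower luciferase signal from less NR2E3 corepressor binding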
Target sequence (Q9Y5X4 whole entry, looked up, the tested form may be a part): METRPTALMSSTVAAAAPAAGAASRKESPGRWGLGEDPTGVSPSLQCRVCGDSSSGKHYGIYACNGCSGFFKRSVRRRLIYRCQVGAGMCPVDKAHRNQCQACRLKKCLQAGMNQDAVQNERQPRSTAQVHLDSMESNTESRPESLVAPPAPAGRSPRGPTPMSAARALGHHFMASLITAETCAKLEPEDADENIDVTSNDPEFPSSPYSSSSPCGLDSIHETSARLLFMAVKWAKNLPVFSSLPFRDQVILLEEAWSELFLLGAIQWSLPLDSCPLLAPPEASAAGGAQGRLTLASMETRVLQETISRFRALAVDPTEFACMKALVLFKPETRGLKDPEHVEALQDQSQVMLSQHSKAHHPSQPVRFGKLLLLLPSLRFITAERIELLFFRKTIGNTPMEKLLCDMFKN
HIF-2a inh = HIF-2a reporter inhibitors, primary screen, luminescence, 786-0 RCC cells. 786-0 RCC cells HIF-2a reporter, luciferase luminescence, overnight. inhibition, % at 18.8 µM. hit rate 0.72% among 360,000. AID 624352, 2012;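 active means inhibition of the luminescence signal of 40% or more relative to plate controls, in a single-dose primary screen at 18.75 µM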
NR2E3 ag-2 = inhibitors of NR2E3-RetCOR corepressor binding, primary screen, NR2E3 agonist project, biochemical, TR-FRET, GST-NR2E3, biotin-RetCOR; AID 2300, 2010; inhibition of corepressor binding, % at 4.78 µM; 1536-well; Photoreceptor-specific nuclear receptor (Homo sapiens), Q9Y5X4; hit rate 0.12% among 320,000;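 active means percent inhibition above the cutoff of mean plus 3 SD of all tested compounds, set per screening campaign, cut at about 20% in these data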;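 further: 0% = DMSO wells and 100% = biotin wells as full block of FRET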
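Material: NR2E3–RetCOR corepressor complex / Amount: 1.35 nM GST-NR2E3 / Medium: Tris pH 7.5 / Compound: single nominal compound dose of 4.8 µM / Incubation: 5 h at 4 °C / Technique: TR-FRET, Eu(K)-anti-GST donor, streptavidin-D2 acceptor, ex 340, em 617/671 nm / Read-out basis: percent loss of FRET ratio relative to control wells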
CF NFkB block = inhibitors of PAF-induced NF-kB signaling, primary screen, cell-based, GFP fluorescence, uHTS | inhibition, % at 5 µM | hit rate 0.86% among 360,000 | KKLEB NF-kB-GFP reporter, GFP fluorescence overnight;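 active means at least 50% inhibition at 5 µM, scaled per plate between neutral and stimulator controls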;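 further: PAF is a Pseudomonas aeruginosa culture filtrate used as stimulus; plate controls were PAF-stimulated DMSO wells for no effect and unstimulated DMSO wells for full effect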
PDI inh = inhibitors of human PDI, primary screen, biochemical, turbidity, single point, plate reader; PDI insulin aggregation turbidity, A650, 90 min; inhibition, % at 10 µM; Protein disulfide-isomerase (Homo sapiens), P07237; hit rate 0.052% among 350,000;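 active means mean inhibition across replicates of 30% or more, whatever share of single replicates reach that level; inconclusive means mean inhibition below 30% while every single replicate reaches 30%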;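 further: absorbance from insulin aggregation driven by PDI reduction with DTT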
Target sequence (P07237 whole entry, looked up): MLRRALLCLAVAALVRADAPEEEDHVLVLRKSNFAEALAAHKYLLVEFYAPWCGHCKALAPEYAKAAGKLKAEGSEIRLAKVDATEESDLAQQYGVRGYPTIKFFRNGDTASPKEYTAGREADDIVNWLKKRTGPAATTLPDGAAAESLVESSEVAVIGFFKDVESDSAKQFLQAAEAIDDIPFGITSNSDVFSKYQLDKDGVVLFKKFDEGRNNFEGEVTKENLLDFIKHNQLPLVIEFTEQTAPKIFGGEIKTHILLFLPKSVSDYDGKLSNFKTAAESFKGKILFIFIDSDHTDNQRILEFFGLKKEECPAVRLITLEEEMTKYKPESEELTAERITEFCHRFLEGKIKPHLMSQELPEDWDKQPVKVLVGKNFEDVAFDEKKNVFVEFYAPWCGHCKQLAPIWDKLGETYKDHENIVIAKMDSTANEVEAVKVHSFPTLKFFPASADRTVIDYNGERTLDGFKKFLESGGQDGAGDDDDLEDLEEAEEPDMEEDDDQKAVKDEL
Peg3 prom inh = Peg3 promoter-driven luciferase inhibitors, primary screen, cell-based, HeLa, luciferase luminescence | HeLa PEG-Prom luciferase reporter, overnight | inhibition, % at 20 µM | hit rate 1.7% among 360,000 | AID 588405, 2011;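 active means inhibition of at least 50% at 20 µM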
Shn3 inh set2 = reduction of Shn3 3'UTR firefly luciferase signal, primary screen, Schnurri-3 inhibitor project, cell-based, Clone20 osteoblasts, set 2; Clone20 osteoblast Shn3 3'UTR firefly luciferase, 24 h; hit rate 0.52% among 360,000; AID 588674, 2011; inhibition, % at 12.5 µM;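 active means mean inhibition of at least 75% with every replicate also reaching 75%; inconclusive means mean inhibition at least 75% but some replicate below; inactive means mean inhibition below 75%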;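 further: 0% = median of neutral control wells and 100% = pilot-screen positive control compound; some compounds past the cut are filed as inactive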
Vif imaging = HIV Vif self-association inhibitors, primary screen, imaging, HEK293T, single point; hit rate 0.35% among 340,000; HEK293T cells, Vif self-association by quenched fluorescence, 24 h; inhibition, % at 7.49 µM; in the data active means inhibition above about 50%, passing the limit was not always enough; inconclusive means no clear call, values can overlap the other calls; inactive means below about 31%; further: some results filed as inactive read as strong as hits
CaV13 ICDI inh = Primary screen for inhibitors of IQ motif and Ca2+-dependent inactivation inhibitor domain binding in CACNA1D, Förster resonance energy transfer in living cells, …; inhibition, % at 12.3 µM; HEK cells, CFP/YFP FRET ICDI-IQ, plate reader, 10 min; percent FRET-ratio fall versus neutral wells; AID 743397; hit rate 0.098% among 340,000;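 active means mean replicate inhibition of at least 30% and at least 1% of replicates passing that level; inconclusive means only one of the two criteria is met; inactive means neither criterion is met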;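 further: 0% = median of the neutral control wells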
TRPM1 prom inh = inhibitors of MITF-dependent TRPM1 promoter reporter, primary screen, cell-based, SK-MEL-5, single point, luciferase; SK-MEL-5 TRPM1 promoter luciferase, 24 h; inhibition, % at 12.5 µM; hit rate 0.83% among 330,000; AID 488899, 2010;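 active means mean inhibition across replicates of 60% or more, whatever share of single replicates reaches that level; inconclusive means some that reach 60%, reason not given; inactive means mean inhibition across replicates below 60%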; further: values of inactives mirror those of a sister screen read the other way
KKLEB tox = cytotoxicity in KKLEB CF airway cells, primary screen, cytotoxicity control for CF NF-kB inhibitor project, cell-based, uHTS, fluorescence assay plates. KKLEB CF airway cells viability, ATPlite luminescence, overnight; active compounds read low; cells stimulated with P. aeruginosa culture filtrate. activity change (cytotoxicity), % at 5 µM. hit rate 0.36% among 360,000;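 active means corrected activity change at or below -50% at 5 µM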
Numbers without * were called inactive; ? = inconclusive; . = not tested or not shown.

Molecule,NR2E3 ag-1,HIF-2a inh,NR2E3 ag-2,CF NFkB block,PDI inh,Peg3 prom inh,Shn3 inh set2,Vif imaging,CaV13 ICDI inh,TRPM1 prom inh,KKLEB tox
COc1cc2c(cc1OC)C(C)=NCC2,3,14,3,-37,.,-13,-16,-1,.,.,3
CCOC(=O)C(Sc1n[nH]c(N)n1)c1ccccc1 (stereo unspecified),-18,16,-3,1,2,13,4,15,-1,-2,9
COc1ccc(CSc2ccc(-c3nc4ccccn4c3NCc3ccccc3)cc2OC)cc1,-46,-74,3,11,5,16,9,0,-6,13,-6
Cn1c(CNc2nc3ccccc3n2CCN2CCCCC2)nc2ccccc21,-10,20,-2,-1,8,-11,9,?,.,9,-2
O=C(NCc1ccncc1)c1cnccn1,-34,9,-2,26,0,1,3,-11,-4,-6,-7
O=C(CN1CCCC1)Nc1nnc(-c2cccs2)s1,-1,-111,-2,-37,5,-58,-19,18,-3,8,6
COc1cc(OC)c(C(=O)/C=C/c2ccc(OCc3ccccc3)c(OC)c2)c(OC)c1,4,46*,.,-1,0,48,6,-18,-2,4,15
COc1ccc(-c2c(C(=O)O)c(C(=O)O)c3n2CCC3)cc1,-29,11,-3,-7,-1,11,10,-3,-5,-5,3
Cc1ccc2c(COC(=O)CC3Sc4ccccc4NC3=O)cc(=O)oc2c1C (stereo unspecified),-9,-31,-3,-36,2,-20,13,5,3,-5,-7
COc1ccc(CCNC(=O)CCCn2nc(C)n3ccnc3c2=O)cc1OC,-45,3,4,-12,.,-2,1,.,-7,.,20
CCN1/C(=C/c2ccc3ccccc3[n+]2CCCS(=O)(=O)[O-])C=Cc2cc(C)ccc21,-6,9,.,-7,0,11,12,2,-4,6,-6
COc1cc(NC(=O)[C@@H]2CCCN(S(=O)(=O)c3cccc4cccnc34)C2)cc(OC)c1OC,20,14,4,7,-5,24,34,2,-10,1,-12
O=C(C1CCN(c2ncnc3c2nc2n3CCCCC2)CC1)N1CCN(c2ccc(F)cc2)CC1,26,23,-1,-16,-7,11,25,13,-4,-6,2
COc1ccc(CCCN2CCC(CN3CCNC(=O)C3=O)CC2)cc1OC,-20,9,.,-3,-3,4,-10,.,-3,11,8
Cn1nnc(NC(=O)CSc2ccc(Cl)cc2)n1,-26,1,1,8,4,13,-5,12,-5,-1,-5
CCN(CC)c1ncnc2c1ncn2[C@H]1CN(Cc2ccncc2)C[C@@H](CO)O1,-1,10,.,17,-4,4,-37,-12,-12,.,-10
Cc1cccc(CCN(CC(=O)NC2CCCCC2)C(=O)c2csnn2)c1,-3,5,-1,-1,-6,-4,10,2,-3,-1,-8
Cc1nn2c(nc(N3CCOCC3)c3ccccc32)c1C=C(C#N)C#N,7,6,-2,-97,-5,21,5,-5,-5,7,4
CCn1c2ccccc2c2cc(NC(=O)c3ccccc3[N+](=O)[O-])ccc21,2,8,2,19,1,9,14,-5,-4,0,-18
CCOc1ccc(S(=O)(=O)N=C(c2ccccc2)N2CCOCC2)cc1,2,17,.,-19,3,-4,-10,-5,-5,-5,15
CC(=O)Nc1ccc(NC(=O)C2CCN(C(=O)c3cccs3)CC2)cc1,-18,11,15,-23,12,7,13,-13,6,0,-4
N/N=C(/Cc1nc2ccccc2[nH]1)c1ccc([N+](=O)[O-])cc1,-87,-246,-4,-4,3,-181,-14,2,-4,-23,13
CCNC(=O)NC(=O)C(C)Sc1nnc(COc2ccccc2Cl)o1 (stereo unspecified),-1,-3,2,-3,1,-28,-25,7,.,3,2
CCOC(=O)c1cc(S(=O)(=O)N2CCOCC2)cn1C,2,2,-3,-2,-4,-11,-15,-3,-11,6,-4
O=c1c2cc(N3CCOCC3)ccc2[nH]c(=S)n1CCCN1CCCCC1,-2,17,9,6,-1,14,6,11,-4,-2,3
Cc1ccccc1Nc1ncnc2c1cnn2Cc1ccccc1,22,8,-1,43,0,22,14,2,-20,.,-28
Cc1cc(N)n(-c2ncnc3scc(-c4ccc(Cl)cc4)c23)n1,-3,21,1,-1,-4,10,2,2,-5,2,4
CC(=O)N1N=C(N)SC1c1ccc(Cl)c(Cl)c1 (stereo unspecified),28,-1,.,-25,-4,22,-7,1,-2,.,18
COc1ccc(/C=C(/C#N)C(=O)Nc2ccccc2C)cc1C(=O)O,9,12,1,10,0,-9,8,-2,-3,-4,-9
CCN1C(=O)CC(C(=O)NC)SC1=Nc1cc(Cl)c(O)c(Cl)c1 (stereo unspecified),15,2,0,-10,-2,4,-7,2,.,2,6
CCOc1ccccc1NS(=O)(=O)N(C)C,-11,12,-2,5,-7,9,-3,8,-4,5,-5
Nc1ccc2nc(Cc3ccccc3)[nH]c2c1,-16,-93,-2,14,17,-69,6,5,-3,-14,0
O=C(Nc1ccccc1OC(F)F)C1CCCN1C(=O)c1cccs1 (stereo unspecified),1,20,-2,1,1,4,-11,3,-19,-2,6
NC(=O)COC(=O)c1oc2ccccc2c1CSc1ccc(Cl)cc1,2,25,-1,27,-6,23,8,2,0,-13,-11
CCCNC(=O)c1cc(C2CCCCN2C(=O)OC)on1 (stereo unspecified),-21,7,.,2,6,9,-16,0,-5,.,0
CCCOc1ccc(N2C(=O)C3ON(c4ccccc4)C(CCC)C3C2=O)cc1 (stereo unspecified),-21,17,0,3,1,14,-22,0,-4,-7,-5
O=C(CNC(=O)c1ccccc1)OC(C(=O)Nc1cc(C(F)(F)F)ccc1Cl)c1ccccc1 (stereo unspecified),-2,1,2,6,-3,-2,2,.,.,-3,1
N#Cc1ccccc1NC(=O)COc1ccccc1C(=O)Nc1ccccc1,-2,-12,.,8,10,17,-2,-4,-12,12,-13
O=C(CCC(NC(=O)OCc1ccccc1)C(=O)OCc1ccccc1)NCC(=O)OCc1ccccc1 (stereo unspecified),-18,13,-1,-4,-1,6,14,-11,-3,8,8
Cc1ccc(Cn2c(-n3nc(C)cc3C)nc3c2c(=O)[nH]c(=O)n3C)cc1,4,-2,1,3,3,-6,19,12,-9,6,2
O=C(NC1CCCCC1)c1cc(-c2ccc(F)cc2)on1,-37,-182,5,7,8,-154,-64,-4,-2,-94,5
CCOC(=O)C1CCCN(S(=O)(=O)c2ccc3c(c2)C(C)(C)C(=O)N3C)C1 (stereo unspecified),-10,12,-2,-20,11,9,-4,7,-6,.,5
CSCC[C@H](NC(=O)OC(C)(C)C)C(=O)N1CCC(C(=O)N[C@@H](C)C(=O)NCc2ccc(F)cc2)CC1,-26,13,-5,0,.,-9,4,13,.,4,-4
O=C(CNC(=O)c1ccc(Br)o1)Nc1ncccc1O,-2,7,-1,8,28,-22,-9,3,-2,0,9
Cc1cccc(N2CCc3c2nc2ccc(Br)cc2c3N)c1,-69,-234,5,-38,-4,-126,5,.,-7,-24,12
Cc1cc(Nc2ccc3ccccc3c2)n2ncnc2n1,-9,-87,3,-29,7,0,-12,0,-8,18,-3
O=C(CC1C(=O)NCCN1C(=O)Nc1ccccc1)Nc1cc(Cl)ccc1Cl (stereo unspecified),1,6,-3,-3,6,12,9,-6,-4,2,6
O=C(NCCC(=O)N(CCc1ccccc1)Cc1ccccc1)c1ccc([N+](=O)[O-])cc1,0,5,1,-27,-2,0,7,-8,-2,-4,-3
Cc1cc(=O)[nH]c(N/N=C/c2cccs2)n1,-34,-53,0,-1,-3,-73,-15,-4,-5,-19,4
O=C(Nc1cccc2c1C(=O)NC2=O)c1ccc(S(=O)(=O)N2CCCC2)cc1,-23,20,0,-2,14,13,-2,3,.,1,6
C=CCn1c(SCC(=O)Nc2sccc2C#N)nc2sc(C)c(C)c2c1=O,8,6,9,6,-12,11,6,7,-5,-4,3
CCOC(=O)Cn1c2ccccc2n2nc(CCC(=O)O)c(=O)nc12,18,11,5,-19,13,11,11,-3,-4,-11,12
Cc1ccc2oc(=O)n(CCC(=O)Nc3ccc(N4CCOCC4)cc3)c2c1,-10,11,1,13,1,-15,10,-3,-3,-4,0
